HP1b binding inh = HTS for Inhibitors of HP1-beta Chromodomain Interactions with Methylated Histone Tails. AlphaScreen HP1-beta / biotin-H3K9me3 peptide binding. AID 540317, 2011. actives 0.56% (n = 390,000). Potency, µM (titrated, usually from 114 µM), inactives show at the highest dose activity change, negative = inhibition, hits mostly inhibitors; note: potency is the fitted concentration of half-maximal effect; nearly all actives have a fitted effect of over 70% in size; inactives centre near 23
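AlphaScreen: HP1-beta (50 nM) preformed 30 min with biotin-H3(1-18)K9me3 peptide (50 nM) in PBS pH 7.4, 0.01% Tween-20. Compound added for 30 min at RT, then streptavidin donor/nickel chelate acceptor beads (10 ug/mL) for 30 min.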
TrxR1 substrate = qHTS Assay for Substrates of Mammalian Selenoprotein Thioredoxin Reductase 1 (TrxR1): qHTS; Thioredoxin reductase 1, cytoplasmic (Rattus norvegicus), O89049; purified TrxR1 substrate turnover, NADPH consumption readout; Potency, µM (titrated, usually from 114 µM), for the others: top-dose activity change, negative = substrate turnover; actives 0.01% (n = 390,000); AID 588456, 2011; note: potency is the fitted concentration of half-maximal effect; % is set by controls: 0 for no effect and ±100 for the full control effect; nearly all actives have a fitted effect of over 50% in size
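Rat TrxR1, dispensed at 90 nM, was prereduced with 400 uM NADPH (final) for 5 min at ~22 deg C, then incubated with compound 15 min before 400 uM selenite. A first-read NADPH fluorescence drop versus no-compound background flagged substrates.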
PI4K2A inh = qHTS for small molecular inhibitors of PI4K2A; activity change, negative = inhibition, % at 76.9 µM; purified PI4K2A, ADP-Glo luminescence, 1 h; active compounds read low; AID 1346378, 2018; actives 0.13% (n = 420,000); in the data active = activity change below about -50%; inconclusive = mostly about -30% to -49%;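 note: -100% = wells without enzyme as full effect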
Target sequence (Q9BTU6 whole entry, looked up): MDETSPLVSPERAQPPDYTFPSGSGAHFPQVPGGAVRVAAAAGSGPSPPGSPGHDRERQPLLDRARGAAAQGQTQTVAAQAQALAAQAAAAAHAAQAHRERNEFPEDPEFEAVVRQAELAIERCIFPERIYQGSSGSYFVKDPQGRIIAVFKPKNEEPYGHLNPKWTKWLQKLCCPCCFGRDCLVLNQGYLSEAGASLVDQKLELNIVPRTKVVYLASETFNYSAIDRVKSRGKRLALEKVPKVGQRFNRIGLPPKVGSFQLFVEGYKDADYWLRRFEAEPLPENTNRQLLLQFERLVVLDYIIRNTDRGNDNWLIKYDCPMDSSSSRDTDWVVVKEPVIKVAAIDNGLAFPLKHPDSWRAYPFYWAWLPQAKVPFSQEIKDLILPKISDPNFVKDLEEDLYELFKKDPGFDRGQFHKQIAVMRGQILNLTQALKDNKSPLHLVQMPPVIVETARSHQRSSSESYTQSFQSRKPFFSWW
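ADP-Glo luminescence measured ADP generated by PI4K2A enzyme (4 ug/mL before mixing) with 1.2 mM PI substrate (pre-mix) and 300 microM ATP (pre-mix). Tris pH7.5 buffer with MgCl2, Triton X-100; 1 h reaction at ambient temperature.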
TrxR1 inh = qHTS Assay for Inhibitors of Mammalian Selenoprotein Thioredoxin Reductase 1 (TrxR1): qHTS; actives 1% (n = 390,000); Potency, µM (doses to about 114 µM), inactives show at the top dose activity change, negative = inhibition, most hits filed as inhibitors; recombinant rTrxR1, NADPH fluorescence consumption, selenite substrate; Thioredoxin reductase 1, cytoplasmic (Rattus norvegicus), O89049; note: potency is the fitted concentration of half-maximal effect; % is set by controls: 0 for no effect and ±100 for the full control effect; nearly all actives have a fitted effect of over 65% in size
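Rat TrxR1 (90 nM in the dispensed reagent) was pre-reduced with 400 uM NADPH for 5 min at room temperature, then incubated with compound for 15 min. After 400 uM selenite was added, NADPH fluorescence (Ex 340/Em 450 nm) was followed for 8 min.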
IDH1 R132H inh = qHTS for Inhibitors of mutant isocitrate dehydrogenase 1 (IDH1): qHTS; Isocitrate dehydrogenase [NADP] cytoplasmic (Homo sapiens), O75874; IDH1-R132H enzyme, NADPH consumption, diaphorase/resazurin fluorescence; Potency, µM (titrated, usually from 76.6 µM), without a hit: at the highest dose activity change, negative = inhibition, hits mostly inhibitors; actives 0.093% (n = 390,000); note: potency is the fitted concentration of half-maximal effect; % is set by controls: 0 for no effect and ±100 for the full control effect; nearly all actives have a fitted effect of over 65% in size
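IDH1-R132H (0.5 ug/mL dispensed) in pH 7.5 Tris buffer was preincubated 30 min with compound, then given a substrate mix of 0.016 mM NADPH and 2 mM alpha-KG for 80 min at room temperature; remaining NADPH was read by diaphorase/resazurin fluorescence.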
GLS inhibitor = qHTS for Inhibitors of Glutaminase (GLS); Glutaminase kidney isoform, mitochondrial (Homo sapiens), O94925; GLS enzymatic activity, qHTS titration; Potency, µM (top dose mostly 45.5 µM), inactives show at the highest dose activity change, negative = inhibition, usual class: inhibitors; actives 0.21% (n = 410,000); AID 624170, 2012; note: potency is the fitted concentration of half-maximal effect; % is set by controls: 0 for no effect and ±100 for the full control effect
Target sequence (O94925 whole entry, looked up, canonical isoform): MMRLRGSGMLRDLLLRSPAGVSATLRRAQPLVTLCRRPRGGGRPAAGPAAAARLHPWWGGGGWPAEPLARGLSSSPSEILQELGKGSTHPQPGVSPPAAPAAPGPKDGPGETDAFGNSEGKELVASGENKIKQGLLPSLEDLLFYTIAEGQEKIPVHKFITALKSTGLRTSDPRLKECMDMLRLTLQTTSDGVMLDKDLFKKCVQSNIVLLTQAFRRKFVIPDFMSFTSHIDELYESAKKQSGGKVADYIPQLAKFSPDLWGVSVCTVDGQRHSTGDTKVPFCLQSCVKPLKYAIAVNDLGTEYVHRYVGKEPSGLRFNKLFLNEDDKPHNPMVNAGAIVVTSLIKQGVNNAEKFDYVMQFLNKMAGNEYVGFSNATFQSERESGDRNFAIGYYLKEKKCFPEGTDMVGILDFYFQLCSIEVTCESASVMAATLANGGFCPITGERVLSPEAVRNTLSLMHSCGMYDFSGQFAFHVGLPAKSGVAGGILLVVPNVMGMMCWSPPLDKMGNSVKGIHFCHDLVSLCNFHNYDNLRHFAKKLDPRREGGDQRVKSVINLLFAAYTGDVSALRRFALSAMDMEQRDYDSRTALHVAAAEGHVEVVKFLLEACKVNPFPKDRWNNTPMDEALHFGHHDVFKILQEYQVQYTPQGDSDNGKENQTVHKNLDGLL
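Human kidney-isoform GLS in 45 mM KH2PO4 pH 8.2, 0.02% Tween-20, with compound, started with 1mM L-Glutamine (added stock). Glutamate oxidase/HRP/Amplex red coupled fluorescence read at start and after 30 min at RT.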
Pin1 inhibitor = qHTS Assay to Find Inhibitors of Pin1. Pin1 FP peptide displacement, HiFluor488, 10 min. Potency, µM (doses to about 115 µM), for inactives: at the top dose activity, negative = inhibition, usual class: inhibitors. actives 0.009% (n = 390,000). AID 504891, 2011; active = well fitted inhibition curve with a large enough effect in the polarisation, with a control signal flat, not every such curve was filed as active; inconclusive = small, poorly fitted or top-dose-only effect, or effect the other way, or a change in a side signal; inactive = no such curve, though single readings can be large or run the other way; the % refers to the polarisation; note: potency is the fitted concentration of half-maximal effect; % is set by controls: 0 for no effect and ±100 for the full control effect
USP1 inh = Inhibitors of USP1/UAF1: Primary Screen; Ubiquitin carboxyl-terminal hydrolase 1 (Homo sapiens), O94782; recombinant USP1/UAF1, Ub-Rhodamine cleavage fluorescence; Potency, µM (titrated, usually from 57.1 µM), for inactives: at the highest dose activity change, negative = inhibition, most hits filed as inhibitors; actives 0.23% (n = 390,000); note: potency is the fitted concentration of half-maximal effect; % is set by controls: 0 for no effect and ±100 for the full control effect; nearly all actives have a fitted effect of over 60% in size; inactives centre near -12
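Step one: compound is pinned into 1nM USP1/UAF1 in HEPES pH 7.8 buffer with TCEP. Step two: 15 min room-temperature incubation. Step three: Ub-Rho (150nM final) starts cleavage, tracked by fluorescence over six one-minute reads.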
Tb PGK inh = qHTS Assay to Find Inhibitors of Phosphoglycerate Kinase | Phosphoglycerate kinase, glycosomal (Trypanosoma brucei brucei), P07378 | PGK/GAPDH coupled, Kinase-Glo luminescence, 60 min | Potency, µM (top dose mostly 57.5 µM), without a hit: at the top dose activity change, negative = inhibition, usual class: inhibitors | actives 0.043% (n = 380,000); note: potency is the fitted concentration of half-maximal effect; % is set by controls: 0 for no effect and ±100 for the full control effect; nearly all actives have a fitted effect of over 60% in size
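Luminescent ATP detection (Kinase-Glo Plus) follows a 60-minute room-temperature incubation, with wells lacking PGK as controls. Buffer: 100 mM TEA (pH 7.6), 5 mM MgCl2, 0.01% Tween-20. Coupling enzyme GAPDH (100 nM final) supplies unstable 1,3-BPG in-well.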
* hit, by the source's call; [ ] = dose if it differs, or a comment. Unless noted, calls come from the whole dose curve; as a rule, active = well fitted curve in the direction sought with a large enough effect; inconclusive = small, poorly fitted or top-dose-only effect, or another doubt; inactive = no such curve, though single readings can be large; an effect the other way counts as inactive or inconclusive. Not all compounds are listed; rates above refer to the full screens.

For O=C(CCNC(=O)c1ccc(Br)cc1)NCC1CCCO1 (configuration not stated) the results were HP1b binding inh 21%, TrxR1 substrate -10%, PI4K2A inh 1, TrxR1 inh -10%, IDH1 R132H inh 4%, GLS inhibitor -8%, Pin1 inhibitor 2%, USP1 inh -10% and Tb PGK inh -3%.
Screening Cc1c(NC(=O)CN2CCCC(C)C2)ccc2nsnc12 (configuration not stated) returned HP1b binding inh 34%, TrxR1 substrate 4%[57.1 µM], PI4K2A inh 2, TrxR1 inh 12%[57.1 µM], IDH1 R132H inh -2%, GLS inhibitor 3%, Pin1 inhibitor -10%, USP1 inh -13% and Tb PGK inh -11%.
CCOC(=O)N1CCN(C(=O)CSc2ccc(C(F)(F)F)cc2[N+](=O)[O-])CC1 was read as HP1b binding inh 17%, TrxR1 substrate -3%[57.1 µM], PI4K2A inh -4, TrxR1 inh 23%[57.1 µM], IDH1 R132H inh 3%, GLS inhibitor 0%, Pin1 inhibitor -1%, USP1 inh -12% and Tb PGK inh -7%.
`COC(=O)C1=C(CCc2ccccc2)NC(=O)NC1c1ccc(Br)cc1` (configuration not stated) gave HP1b binding inh 36%, TrxR1 substrate -6%, PI4K2A inh 2, TrxR1 inh 5%, IDH1 R132H inh 11%, GLS inhibitor -4%, Pin1 inhibitor 0%, USP1 inh inconclusive and Tb PGK inh -2%.
For CC(C)C(=O)c1cn(CC(=O)NCC2CCCO2)c2ccccc12 (configuration not stated) the results were HP1b binding inh 44%[activator], TrxR1 substrate -2%, PI4K2A inh 4, TrxR1 inh -6%, IDH1 R132H inh 2%, GLS inhibitor 0%, Pin1 inhibitor 0%, USP1 inh -11% and Tb PGK inh 4%.
Screening O=C1/C(=C/Nc2cccc([N+](=O)[O-])c2)CCc2ccccc21 returned HP1b binding inh inconclusive, TrxR1 substrate -12%, PI4K2A inh -10, TrxR1 inh -10%, IDH1 R132H inh 17%, GLS inhibitor 2%, Pin1 inhibitor 10%, USP1 inh -26% and Tb PGK inh -3%.
Screening CCOC(=O)C1CCN(C(=O)c2cc(S(=O)(=O)N3CCCCCC3)ccc2OC)CC1 returned HP1b binding inh 12%, TrxR1 substrate -7%, PI4K2A inh -5, TrxR1 inh -5%, IDH1 R132H inh 1%, GLS inhibitor 5%, Pin1 inhibitor 2%, USP1 inh 0% and Tb PGK inh 3%.
For COc1ccccc1-c1nnc(SCC(=O)NC2CC2)n1C the results were HP1b binding inh 17%, TrxR1 substrate 0%, PI4K2A inh 2, TrxR1 inh 5%, IDH1 R132H inh 2%, GLS inhibitor -1%, Pin1 inhibitor -4%, USP1 inh -6% and Tb PGK inh -2%.
`COc1cc2c(cc1OC)CN(CC(O)c1ccccc1)CC2` (configuration not stated) gave HP1b binding inh -6%, TrxR1 substrate 91%[activator], PI4K2A inh 4, TrxR1 inh 4%, IDH1 R132H inh 14%, GLS inhibitor 19%, Pin1 inhibitor -15%, USP1 inh inconclusive and Tb PGK inh -2%.
`CCCCNC(=O)CCCCC(=O)N/N=C/c1ccccc1Cl` gave HP1b binding inh 17%, TrxR1 substrate 7%[57.1 µM], PI4K2A inh -3, TrxR1 inh -11%, IDH1 R132H inh 6%, GLS inhibitor 12%, Pin1 inhibitor -4%, USP1 inh -13% and Tb PGK inh -1%.
COc1ccc(NC(=O)c2cccc(N3C(=O)C4C5C=CC(C5)C4C3=O)c2)cc1 (configuration not stated) was read as HP1b binding inh 33%, TrxR1 substrate -9%, PI4K2A inh 0, TrxR1 inh -8%, IDH1 R132H inh 3%, GLS inhibitor 9%, Pin1 inhibitor -9%, USP1 inh -10% and Tb PGK inh 0%.
CC1CC(C)CN(C(=O)c2nn(C)c3c2CS(=O)(=O)c2ccccc2-3)C1 (configuration not stated) was read as HP1b binding inh 49%[activator], TrxR1 substrate -2%, PI4K2A inh 0, TrxR1 inh 8%, IDH1 R132H inh 8%, GLS inhibitor 0%, Pin1 inhibitor -10%, USP1 inh -9% and Tb PGK inh 11%.
`COC(=O)c1ccccc1NC(=O)Nc1ccc2c(c1)OCO2` gave HP1b binding inh 32%, TrxR1 substrate 10%[57.1 µM], PI4K2A inh 6, TrxR1 inh 9%[57.1 µM], IDH1 R132H inh 0%, GLS inhibitor 10%, Pin1 inhibitor -3%, USP1 inh -6% and Tb PGK inh 15%.
CCc1nn(CCCC(=O)N2CCN(c3cccc(C)c3C)CC2)c(=O)c2cc3occc3n12 was read as HP1b binding inh -15%[57 µM], TrxR1 substrate -5%, PI4K2A inh -1, TrxR1 inh 20%, IDH1 R132H inh 3%, GLS inhibitor 0%, Pin1 inhibitor 11%, USP1 inh -22% and Tb PGK inh -1%.
For Cc1ccc(NC(=O)CN(C)S(=O)(=O)c2ccc3c(c2)n(C)c(=O)c(=O)n3C)cc1C the results were HP1b binding inh 14%, TrxR1 substrate 6%, PI4K2A inh -3, TrxR1 inh 20%, IDH1 R132H inh -6%, GLS inhibitor 2%, Pin1 inhibitor 2%, USP1 inh -21% and Tb PGK inh inactive.

Retrieved one by one from the entries so far, 2 records:
`COC(=O)C1=C(CCc2ccccc2)NC(=O)NC1c1ccc(Br)cc1` (configuration not stated) gave HP1b binding inh 36%, TrxR1 substrate -6%, PI4K2A inh 2, TrxR1 inh 5%, IDH1 R132H inh 11%, GLS inhibitor -4%, Pin1 inhibitor 0%, USP1 inh inconclusive and Tb PGK inh -2%.
CC1CC(C)CN(C(=O)c2nn(C)c3c2CS(=O)(=O)c2ccccc2-3)C1 (configuration not stated) was read as HP1b binding inh 49%[activator], TrxR1 substrate -2%, PI4K2A inh 0, TrxR1 inh 8%, IDH1 R132H inh 8%, GLS inhibitor 0%, Pin1 inhibitor -10%, USP1 inh -9% and Tb PGK inh 11%.

Carrying on.
`O=C1CCCC2=C1C(c1ccccc1)CC(=O)N2c1ccccc1` (configuration not stated) gave HP1b binding inh 23%, TrxR1 substrate 9%[57.1 µM], PI4K2A inh -5, TrxR1 inh 10%[57.1 µM], IDH1 R132H inh -3%, GLS inhibitor 4%, Pin1 inhibitor 1%, USP1 inh -20% and Tb PGK inh -11%.
For CC(C)COc1ccc(C(=O)NCC2OCCc3ccccc32)cc1 (configuration not stated) the results were HP1b binding inh 44%[activator], TrxR1 substrate 1%, PI4K2A inh 6, TrxR1 inh 8%, IDH1 R132H inh 21%, GLS inhibitor -9%, Pin1 inhibitor 6%, USP1 inh -28% and Tb PGK inh -4%.
Screening N#Cc1c(/N=C/c2cccs2)sc2c1CCCCC2 returned HP1b binding inh inconclusive, TrxR1 substrate -2%[57.1 µM], PI4K2A inh 4, TrxR1 inh 14%[57.1 µM], IDH1 R132H inh -6%, GLS inhibitor 14%, Pin1 inhibitor 0%, USP1 inh -5% and Tb PGK inh -2%.
Screening O=C(O)/C=C/C(=O)N(Cc1ccc2c(c1)OCO2)C1CC(=O)N(CCc2ccccc2)C1=O (configuration not stated) returned HP1b binding inh 23%, TrxR1 substrate -11%, PI4K2A inh 1, TrxR1 inh 3%, IDH1 R132H inh 3%, GLS inhibitor -13%, Pin1 inhibitor -1%, USP1 inh -4% and Tb PGK inh -2%.
Cn1c(NCCCO)nc2c1c(=O)n(Cc1ccccc1F)c(=O)n2C was read as HP1b binding inh 23%, TrxR1 substrate 2%, PI4K2A inh -1, TrxR1 inh 21%, IDH1 R132H inh 2%, GLS inhibitor inconclusive, Pin1 inhibitor -2%, USP1 inh -8% and Tb PGK inh -7%.
Screening O=C(NNc1c(Cl)cncc1Cl)c1sccc1Cl returned HP1b binding inh 22%, TrxR1 substrate -8%, PI4K2A inh 7, TrxR1 inh -24%, IDH1 R132H inh 2%, GLS inhibitor 16%, Pin1 inhibitor 2%, USP1 inh -4% and Tb PGK inh 0%.
For CCOc1ccc(C(CC(=O)O)NC(=O)C(CC)c2ccccc2)cc1 (configuration not stated) the results were HP1b binding inh 31%, TrxR1 substrate 5%, PI4K2A inh -1, TrxR1 inh 19%, IDH1 R132H inh -13%, GLS inhibitor 0%, Pin1 inhibitor -10%, USP1 inh -25% and Tb PGK inh -6%.
For COc1ccc(S(=O)(=O)NC(C)C(=O)Nc2ccc3c(c2)OCO3)cc1OC (configuration not stated) the results were HP1b binding inh 24%, TrxR1 substrate -9%[57.1 µM], PI4K2A inh -3, TrxR1 inh -12%[57.1 µM], IDH1 R132H inh -8%, GLS inhibitor 1%, Pin1 inhibitor -1%, USP1 inh -5% and Tb PGK inh -2%.
`CCC(c1nnnn1C(C)(C)C)N1CCN(c2cc(Cl)ccc2C)CC1` (configuration not stated) gave HP1b binding inh 50%[activator], TrxR1 substrate -2%, PI4K2A inh -4, TrxR1 inh 2%, IDH1 R132H inh -1%, GLS inhibitor 3%, Pin1 inhibitor -2%, USP1 inh -4% and Tb PGK inh 8%.

Screening results deposited in PubChem by National Center for Advancing Translational Sciences (NCATS).
